Compound activity as filed in PubChem.
uPA generation: qHTS for Inhibitors of Cell Surface uPA Generation; cell surface uPA generation assay, qHTS; Potency, µM (titrated, usually from 38.3 µM), inactives show at the highest dose activity change, negative = inhibition, actives largely listed as inhibitors; 330,000 compounds, 0.31% hits; active = well fitted inhibition curve with a large enough effect; inconclusive = small, poorly fitted or top-dose-only effect; inactive = no such curve, though single readings can be large or run the other way; tested in mouse RAW 264.7 cells; also: potency is read from the fitted curve at half-maximal effect; % is scaled to controls: 0 for no effect and ±100 for the full control effect; nearly all actives have a fitted effect of over 55% in size
TSG101-PTAP inh: qHTS Assay for Iinhibitors of HIV-1 Budding by Blocking the Interaction of PTAP/TSG101; Tumor susceptibility gene 101 protein (Homo sapiens), Q99816; Fluorescence polarization, FITC-PTAP peptide / Tsg101 binding; Potency, µM (highest dose often 115 µM), for the others: at the highest dose activity change, negative = inhibition, hits mostly inhibitors; 340,000 tested, under 10 active; active = well fitted inhibition curve with a large enough effect in the main read-out, with a control signal flat, not every such curve was filed as active; inconclusive = small, poorly fitted or top-dose-only effect, or effect the other way, or a change in a side signal; inactive = no such curve, though single readings can be large or run the other way; also: potency is read from the fitted curve at half-maximal effect; % of control where 0% means no effect
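Compounds were pin-transferred onto Tsg101 binding domain (10 uM final) in HEPES pH 7.5 buffer, then FITC-PTAP peptide was added at 50 nM final. After 20 min at RT, polarization reported peptide displacement across a qHTS concentration series.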
B2AR arrestin: qHTS assay of beta-arrestin-biased ligands of beta2-adrenergic receptor; AID 492947, 2010; Potency, µM (titrated, usually from 46.1 µM), for the others: top-dose activation, usual class: activators; beta-arrestin recruitment to beta2AR, cell-based reporter; 330,000 compounds, 0.02% hits; Beta-2 adrenergic receptor (Homo sapiens), P07550;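 also: potency is read from the fitted curve at half-maximal effect; 0% = DMSO controls and full agonism = EC100 isoproterenol or metaproterenol; nearly all actives have a fitted effect of over 65% in size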
Target sequence (P07550 whole entry, looked up): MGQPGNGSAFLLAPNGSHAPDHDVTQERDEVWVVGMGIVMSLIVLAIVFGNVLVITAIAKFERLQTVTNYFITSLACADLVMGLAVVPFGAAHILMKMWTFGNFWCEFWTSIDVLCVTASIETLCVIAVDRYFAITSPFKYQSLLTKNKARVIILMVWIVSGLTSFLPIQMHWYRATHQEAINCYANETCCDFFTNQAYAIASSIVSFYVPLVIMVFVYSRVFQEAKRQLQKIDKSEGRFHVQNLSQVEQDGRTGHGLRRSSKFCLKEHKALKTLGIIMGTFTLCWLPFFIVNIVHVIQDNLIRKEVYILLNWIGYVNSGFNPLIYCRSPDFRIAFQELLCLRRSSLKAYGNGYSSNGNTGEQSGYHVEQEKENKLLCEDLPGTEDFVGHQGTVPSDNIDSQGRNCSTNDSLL
BRCA1 expr act: qHTS Assay to Identify Small Molecule Activators of BRCA1 Expression | AID 624202, 2012 | MCF7-BRCA1-FFLuc reporter, luminescence, 48 h; response scale: scaled: vehicle 0%, 10 µM genistein 100% | 380,000 compounds, 1.1% hits | Potency, µM (highest dose often 46.1 µM), without a hit: at the highest dose activation, actives largely listed as activators; also: potency is read from the fitted curve at half-maximal effect; nearly all actives have a fitted effect of over 80% in size; some results filed as inactive show a strong effect at the top dose
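Compounds are tested at multiple concentrations on MCF7 BRCA1-luciferase reporter cells seeded at 2000 per well; after 48 h, a single luminescence end-point is taken and curves fitted to the normalized data.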
Eya2 inh: qHTS Assay for Inhibitors of the Phosphatase Activity of Eya2. Protein phosphatase EYA2 (Homo sapiens), O00167. recombinant Eya2, OMFP fluorescence dephosphorylation (OMFP is methylfluorescein phosphate). Potency, µM (titrated, usually from 76.9 µM), for the others: top-dose activity, negative = inhibition, usual class: inhibitors. 330,000 compounds, 0.006% hits. AID 488837, 2010; also: potency is read from the fitted curve at half-maximal effect; % is scaled to controls: 0 for no effect and ±100 for the full control effect
Target sequence (O00167 whole entry, looked up): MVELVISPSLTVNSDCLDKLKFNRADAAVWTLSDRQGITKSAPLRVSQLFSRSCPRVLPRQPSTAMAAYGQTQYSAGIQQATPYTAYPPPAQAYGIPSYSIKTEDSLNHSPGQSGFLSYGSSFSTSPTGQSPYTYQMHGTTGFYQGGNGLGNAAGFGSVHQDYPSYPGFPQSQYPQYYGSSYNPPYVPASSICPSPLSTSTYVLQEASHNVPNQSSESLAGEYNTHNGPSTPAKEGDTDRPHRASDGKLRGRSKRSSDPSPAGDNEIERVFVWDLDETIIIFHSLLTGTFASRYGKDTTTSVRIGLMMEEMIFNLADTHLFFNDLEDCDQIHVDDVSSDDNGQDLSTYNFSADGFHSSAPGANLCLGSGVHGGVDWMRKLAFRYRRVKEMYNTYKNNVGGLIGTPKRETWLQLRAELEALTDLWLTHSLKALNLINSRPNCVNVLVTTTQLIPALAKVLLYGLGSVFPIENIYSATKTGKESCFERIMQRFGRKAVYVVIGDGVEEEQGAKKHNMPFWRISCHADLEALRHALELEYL
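Eya2 (0.2 uM) preincubated 10 min at ambient with compound, then OMFP substrate added at 50 uM; 10 min reaction in 50 mM HEPES pH 7.5, 50 mM NaCl, 5 uM MgCl2, 0.05% BSA, 1 mM DTT. Fluorescence read at Ex 485/Em 525 nm.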
p53 reactivator: qHTS assay for re-activators of p53 using a Luc reporter | H1299 p53-A138V BP100-luciferase reporter, luminescence, 24 h | Potency, µM (titrated, usually from 92.2 µM), for inactives: at the top dose activity change, positive = activation, actives largely listed as activators | 320,000 compounds, 0.063% hits | AID 504706, 2011; also: potency is read from the fitted curve at half-maximal effect; % of control where 0% means no effect; nearly all actives have a fitted effect of over 45% in size
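H1299 (p53-null), stable ts p53-A138V + BP100-Luc; 1000 cells/well, Opti-MEM/10% FBS; cpd 4 pt, 1:5; 24 h, 37 deg C, 5% CO2; detection reagent 10 min RT; luminescence.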
USP2a inh: qHTS Assay for Inhibitors of Ubiquitin-specific Protease USP2a Using CHOP2 as the Reporter | Ubiquitin carboxyl-terminal hydrolase 2 (Homo sapiens), O75604 | USP2 core, Ub-CHOP2 coupled fluorogenic reporter, 485/531 | Potency, µM (titrated, usually from 38.3 µM), for the others: top-dose activity change, negative = inhibition, hits mostly inhibitors | 330,000 compounds, 0.01% hits | AID 463254, 2010;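 also: potency is read from the fitted curve at half-maximal effect; plate controls were DMSO wells for no effect and full inhibition by NEM control for full effect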
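Cell-free coupled assay: 10nM USP2 core preincubated 30min RT with compound in Tris-HCl pH 8.0/CaCl2/CHAPS buffer, then 25nM Ub-CHOP2 and 25nM reporter substrate; fluorescence (Ex 485/Em 531) read after 60min RT, normalized to NEM inhibition, concentration-response curves fitted.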
ELG1 genotox: qHTS screen for small molecules that induce genotoxicity in human embryonic kidney (HEK293T) cells expressing luciferase-tagged ELG1; 330,000 compounds, 1.3% hits; HEK293T ELG1-luciferase reporter, luminescence, 16 h; Potency, µM (top dose mostly 46 µM), for the others: at the highest dose activity change, positive = activation, most hits filed as activators; also: potency is read from the fitted curve at half-maximal effect; % of control where 0% means no effect; nearly all actives have a fitted effect of over 60% in size
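16 hr compound incubation (37 °C, 5% CO2) of HEK293T cells carrying luciferase-tagged ELG1; luciferase then measured by ONE-Glo luminescence after 30 min at RT.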
S-ASM inh: Inhibitors of Secretory Acid Sphingomyelinase (S-ASM): qHTS; Sphingomyelin phosphodiesterase (Homo sapiens), P17405; placental ASM, HMU-PC fluorogenic substrate, 60 min; Potency, µM (doses to about 57.5 µM), for the others: at the top dose activity change, negative = inhibition, hits mostly inhibitors; 340,000 compounds, 0.006% hits; AID 504937, 2011; also: potency is read from the fitted curve at half-maximal effect
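Fluorogenic HMU-PC substrate (9 uM final) is turned over by placental ASM in 60 min at 37 C after a 10 min compound preincubation. Reaction ended by alkaline stop (pH 10), with fluorescence read at 386/447 nm.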
a7 integrin act: qHTS for Activators of Integrin-Mediated Alleviation for Muscular Dystrophy; alpha7betagal myoblasts, beta-gal FDG fluorescence, 48 h; Potency, µM (series often up to 38.3 µM), without a hit: at the highest dose activation, hits mostly activators; 350,000 compounds, 0.064% hits; AID 624291, 2012;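 also: potency is read from the fitted curve at half-maximal effect; 100% = response of the positive control SU9516; nearly all actives have a fitted effect of over 60% in size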
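alpha7betagal+/- myoblasts (passage 13, 250/well) treated 48 h at 37C with compounds at 1:260 dilution of DMSO stock. Lysed, then beta-galactosidase activity read as FDG fluorescence (ex 480/em 540) after 30 min, with pre-read for autofluorescence.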
TRPV1 ag: HTS Assay for Compounds that Act as Agonists of the Vanilloid Receptor 1; Transient receptor potential cation channel subfamily V member 1 (Homo sapiens), Q8NER1; TRPV1-expressing cells, Fluo-8 calcium influx, agonist mode; activation, % at 8.33 µM; 320,000 compounds, 0.19% hits; in the data active = activation above about 80%; inconclusive = between about 30% and that limit; also: 0% is about no effect
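Fluo-8 calcium influx in TRPV1-expressing cells, kinetic read (ex 480/em 520 nm). Compound added and read 3 min for agonist activity, followed by capsaicin at EC20 final and 2 min further read for enhancement.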
Active calls of the source: *. Unless noted, calls follow the shape of the dose curve; as a rule, active = well fitted curve in the direction sought with a large enough effect; inconclusive = small, poorly fitted or top-dose-only effect, or another doubt; inactive = no such curve, though single readings can be large; an effect the other way counts as inactive or inconclusive.

For Cc1ccccc1NC(=O)CSc1nc(COc2ccccc2)nc2ccccc12 the results were uPA generation -16%, TSG101-PTAP inh -3%, B2AR arrestin -0.1%, BRCA1 expr act -29%, Eya2 inh 8%, p53 reactivator 2%, USP2a inh 0%, ELG1 genotox -8%, S-ASM inh -1%, a7 integrin act 1% and TRPV1 ag 0.
Cc1cccc2c(C(=O)O)cc(-c3cccnc3)nc12 was read as uPA generation 3%, TSG101-PTAP inh -7%, B2AR arrestin -0.1%, BRCA1 expr act 2%, Eya2 inh -9%, p53 reactivator -5%, USP2a inh -2%, ELG1 genotox 0%, S-ASM inh 2%, a7 integrin act 9% and TRPV1 ag -2.
`CC(C)CCNC(=O)COc1ccc(N(C)S(=O)(=O)c2ccc(F)cc2)cc1` gave uPA generation -4%, TSG101-PTAP inh -1%, B2AR arrestin -0.3%, BRCA1 expr act -9%, Eya2 inh 0%, p53 reactivator 0%, USP2a inh 2%, ELG1 genotox -9%, S-ASM inh 4%, a7 integrin act 20% and TRPV1 ag 3.
CCC(=O)Nc1ccc(C(=O)Nc2ccc(Br)cc2F)cc1 was read as uPA generation -8%, TSG101-PTAP inh -5%, B2AR arrestin 0.0%, BRCA1 expr act 66%, Eya2 inh -12%, p53 reactivator 4%, USP2a inh 5%, ELG1 genotox 5%, S-ASM inh -1%, a7 integrin act 0% and TRPV1 ag 1.
CN(Cc1ccccc1NC(=O)c1ccc(S(=O)(=O)N(C)C)cc1)C1CCCCC1 was read as B2AR arrestin 0.0%, Eya2 inh -13%, p53 reactivator -3%, USP2a inh 1%, ELG1 genotox -7% and TRPV1 ag 21.
`CCOC(=O)c1cccc(NC(=O)CSc2nnc(-c3ccoc3C)n2CCOC)c1` gave uPA generation 0%, TSG101-PTAP inh -6%, B2AR arrestin 0.4%, BRCA1 expr act -3%, Eya2 inh -5%, p53 reactivator -12%, USP2a inh 0%, ELG1 genotox -8%, S-ASM inh 2%, a7 integrin act -29% and TRPV1 ag -3.
For CC(=O)Nc1ccc(NC(=O)c2ccc(NS(=O)(=O)c3cc(C(C)(C)C)ccc3C)cc2)cc1 the results were uPA generation 6%, TSG101-PTAP inh 0%, B2AR arrestin -0.2%, BRCA1 expr act -21%, Eya2 inh -6%, p53 reactivator -2%, USP2a inh 5%, ELG1 genotox 8%, S-ASM inh -2%, a7 integrin act -42% and TRPV1 ag -1.
`Cc1cc(C)cc(OCC(=O)OC(C)C(=O)Nc2ccc(Cl)cn2)c1` (centres undefined) gave uPA generation 1%, TSG101-PTAP inh -2%, B2AR arrestin -0.5%, BRCA1 expr act 12%, Eya2 inh -40%, p53 reactivator 8%, USP2a inh 4%, ELG1 genotox -1%, S-ASM inh -4%, a7 integrin act -3% and TRPV1 ag 13.
Screening CC(OC(=O)CCc1nc2ccccc2c(=O)[nH]1)C(=O)c1ccc(Br)cc1 (centres undefined) returned uPA generation -6%, TSG101-PTAP inh -5%, B2AR arrestin -0.7%, BRCA1 expr act -19%, Eya2 inh 1%, p53 reactivator -11%, USP2a inh -1%, ELG1 genotox 0%, S-ASM inh -4%, a7 integrin act -24% and TRPV1 ag -1.
`O=c1[nH]c(CN2CCN(S(=O)(=O)/C=C/c3ccccc3)CC2)nc2ccccc12` gave uPA generation 1%, TSG101-PTAP inh -2%, B2AR arrestin 0.2%, BRCA1 expr act -7%, Eya2 inh -5%, p53 reactivator -6%, USP2a inh 1%, ELG1 genotox -8%, S-ASM inh -1%, a7 integrin act -25% and TRPV1 ag 2.
Cc1nc(NC(=O)c2c(-c3ccccc3)noc2C)sc1C(=O)N(C)C was read as uPA generation -2%, TSG101-PTAP inh -2%, B2AR arrestin -0.1%, BRCA1 expr act 9%, Eya2 inh -2%, p53 reactivator 3%, USP2a inh -1%, ELG1 genotox 0%, S-ASM inh 1%, a7 integrin act 7% and TRPV1 ag -5.
`COc1ccc2[nH]c(=O)c(CN(C(=O)NC3CCCCC3)C3CCCC3)cc2c1` gave TSG101-PTAP inh 0%, B2AR arrestin 0.0%, BRCA1 expr act 5%, Eya2 inh -7%, p53 reactivator 3%, USP2a inh 0%, ELG1 genotox -1%, S-ASM inh 0%, a7 integrin act 15% and TRPV1 ag 13.
For CCCc1nc(SCC(=O)c2ccc(F)cc2)c2ccccc2n1 the results were uPA generation inconclusive, TSG101-PTAP inh 1%, B2AR arrestin 0.5%, BRCA1 expr act -31%, Eya2 inh 2%, p53 reactivator 6%, USP2a inh 0%, ELG1 genotox -7%, S-ASM inh -8%, a7 integrin act -7% and TRPV1 ag inconclusive.
`CCc1ccccc1OCC(=O)Nc1cccc(S(=O)(=O)NCc2ccco2)c1` gave uPA generation -30%, TSG101-PTAP inh -1%, B2AR arrestin -0.2%, BRCA1 expr act 12%, Eya2 inh -4%, p53 reactivator 4%, USP2a inh -12%, ELG1 genotox 0%, S-ASM inh -3%, a7 integrin act -1% and TRPV1 ag 13.
`O=C(Cc1ccccc1)NNS(=O)(=O)c1ccc([N+](=O)[O-])cc1` gave uPA generation 2%, TSG101-PTAP inh 0%, B2AR arrestin 0.2%, BRCA1 expr act -23%, Eya2 inh 3%, p53 reactivator -2%, USP2a inh 3%, ELG1 genotox -3%, S-ASM inh 4%, a7 integrin act 5% and TRPV1 ag -2.
C=CCN1C(=O)c2ccc(C(=O)N(CCC)CC(=O)Nc3ccccc3C)cc2C1=O was read as uPA generation -1%, TSG101-PTAP inh 0%, B2AR arrestin -0.4%, BRCA1 expr act 7%, Eya2 inh 22%, p53 reactivator 8%, USP2a inh -1%, ELG1 genotox -11%, S-ASM inh -4%, a7 integrin act 27% and TRPV1 ag 20.
`Cc1ccc(SCC(=O)Nc2ccccc2N2CCOCC2)cc1` gave uPA generation -11%, TSG101-PTAP inh -2%, B2AR arrestin -0.1%, BRCA1 expr act -8%, Eya2 inh 10%, p53 reactivator -1%, USP2a inh -2%, ELG1 genotox -6%, S-ASM inh 14%, a7 integrin act 21% and TRPV1 ag inconclusive.
Screening COc1cc(-c2nnc(SCc3cccnc3)n2C)cc(OC)c1O returned uPA generation -14%, TSG101-PTAP inh -5%, B2AR arrestin -0.5%, BRCA1 expr act 0%, Eya2 inh 6%, p53 reactivator -5%, USP2a inh 7%, ELG1 genotox -13%, S-ASM inh 0%, a7 integrin act -4% and TRPV1 ag 1.
`C[C@@]12C(=O)N(Cc3ccc(F)cc3)CC(=O)N1[C@H]1c3cc(Cl)ccc3OC[C@@H]1[C@@H]2c1ccccc1` gave uPA generation -7%, TSG101-PTAP inh 6%, B2AR arrestin -0.2%, BRCA1 expr act -21%, Eya2 inh -20%, p53 reactivator -4%, USP2a inh 3%, ELG1 genotox -4%, S-ASM inh -1% and a7 integrin act 8%.
Screening Cc1cccc(C)c1OCC(O)CN(Cc1ccccc1O)C1CCCCC1 (centres undefined) returned uPA generation 6%, TSG101-PTAP inh 0%, B2AR arrestin 0.1%, BRCA1 expr act -21%, Eya2 inh -6%, p53 reactivator 3%, USP2a inh -6%, ELG1 genotox -17%, S-ASM inh 0%, a7 integrin act -38% and TRPV1 ag 13.
Screening NC(Cc1ccccc1)C(=O)N1CCCCC1 (centres undefined) returned uPA generation 3%, TSG101-PTAP inh -5%, B2AR arrestin 0.2%, BRCA1 expr act 1%, Eya2 inh 19%, p53 reactivator -3%, USP2a inh 1%, ELG1 genotox 1%, S-ASM inh -1%, a7 integrin act -19% and TRPV1 ag -5.
Screening COc1ccc(NC(=O)CC(C(=O)O)N2CCCCC2)cc1 (centres undefined) returned uPA generation -5%, TSG101-PTAP inh -3%, B2AR arrestin 0.4%, BRCA1 expr act 2%, Eya2 inh -5%, p53 reactivator -1%, USP2a inh -2%, ELG1 genotox 0%, S-ASM inh 2%, a7 integrin act -26% and TRPV1 ag 1.
